Assay outcomes as filed in PubChem.
DUSP3 inh – inhibitors of human VHR1 phosphatase (DUSP3) | AID 1992 | inhibition, % at 20 µM | 50,000 compounds, 0.7% hits | recombinant VHR phosphatase, colorimetric substrate read-out; in the data active = inhibition above about 60%; also: some results filed as inactive read as strong as hits
Target sequence (P51452 whole entry, looked up): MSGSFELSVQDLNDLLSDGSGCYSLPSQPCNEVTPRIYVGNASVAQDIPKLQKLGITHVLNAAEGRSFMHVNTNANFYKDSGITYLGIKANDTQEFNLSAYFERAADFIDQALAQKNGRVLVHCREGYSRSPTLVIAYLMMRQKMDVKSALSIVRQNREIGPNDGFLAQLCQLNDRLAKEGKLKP
Starred values were filed as active, the others as inactive. These rows are one share of the data (hit frequency here may not be typical).

canonical_smiles	DUSP3 inh
Clc1ccc(C=NN2CCN(Cc3ccccc3)CC2)cc1	12
CCC/C(O)=C1\C(=O)CC(C)(C)CC1=Nc1cccc2ccccc12	-3
Cc1ccc(CNC(=O)C(=O)N2CCCC2)cc1	-10
Nc1c(C(=O)Nc2ccccc2)nnn1Cc1ccccc1	2
COc1ccccc1NC(=O)C1=C(C)NC(=O)NC1c1cc(OC)c(OC)c(OC)c1 (stereo unspecified)	-4
CCOC(=O)CSc1nccc(N(C)C)c1C#N	9
COc1ccc(CC(=O)N2CCCc3ccccc32)cc1OC	-8
COC(=O)c1cc(NC(=O)/C=C/c2ccccc2Cl)cc(C(=O)OC)c1	0
O=[N+]([O-])c1ccc(Cl)cc1Sc1nc2ccccc2[nH]1	7
O=C(Cc1ccc(Cl)cc1)NNC(=O)C1CCCO1 (stereo unspecified)	-4
Oc1[nH]c2ccccc2c1N=Nc1cccc(C(F)(F)F)c1	-24
O=C1N=C(N2CCCCCC2)S/C1=C\c1ccccc1Cl	12
Cc1nn(C(=O)C(C)N2C(=O)c3ccccc3C2=O)c(C)c1Br (stereo unspecified)	-34
Cc1ccc(NC(=O)c2cc3cc(Br)ccc3oc2=O)c(C)c1	-7
COc1ccc(N(CC(N)=O)S(=O)(=O)c2ccccc2)cc1Cl	-10
O=C1NC(=O)N(c2ccc(Cl)cc2)C(=O)/C1=C\C=C\c1ccco1	33
Cc1ccc2c(c1)c1c(n2C)C(NC(N)=O)CCC1 (stereo unspecified)	-13
COc1cc(OC)cc(C(=O)Nc2cc(C(F)(F)F)cc(C(F)(F)F)c2)c1	3
O=C1C(c2ccccc2)C(c2cccs2)NC(c2cccs2)C1c1ccccc1 (stereo unspecified)	-5
Cc1ccc(/C=C/C(=O)Nc2cccc([N+](=O)[O-])c2)o1	-17
CCCOc1ccc(C(=O)Nc2ccc(N(CC)CC)cc2)cc1	-11
CC(=O)C(=Nc1ccc(C)cc1C)NNc1cc(C(N)=O)c(Cl)cc1Cl	-43
CC(=O)Nc1nnc(-c2ccccc2)o1	-1
COc1ccc(CCNS(=O)(=O)c2ccc(OC)cc2)cc1	14
O=C(N/N=C\C=C\c1ccco1)c1ccc(Br)cc1	8
COc1ccc2oc(=O)c(C(=O)Nc3ccc(C)cc3C)cc2c1	19
O=C1CC(c2ccccc2)Sc2nc3ccccc3n21 (stereo unspecified)	-15
O=C(c1cc(Cl)ccc1Cl)N1CCN(c2ccc(F)cc2)CC1	-29
COCCNC(=O)/C(=C\c1ccc(OC)cc1)NC(=O)c1ccc(C)cc1	-23
Cc1ccc(C(=O)Nc2sc3c(c2C(=O)N2CCOCC2)CCC(C)C3)cc1 (stereo unspecified)	-3
CC(O)c1ccc(NC(=O)c2cnn3c2NC(c2cccs2)CC3C(F)(F)F)cc1 (stereo unspecified)	7
COc1ccc(NC(=O)c2cnn(-c3ccccc3)c2NC(=O)c2ccc(C)cc2)cc1	-34
COc1cc(C2Nc3ccccc3NC3=C2C(=O)CC(c2ccccc2)C3)cc(Cl)c1O (stereo unspecified)	11
CC(=O)c1c(C)nc(C)c(C(C)=O)c1-c1ccccc1	-1
O=C(/C=C/c1ccco1)Nc1ccc(C(=O)Nc2cccc(-c3nc4ccccc4o3)c2)cc1	-4
O=C(O)C1Nc2c(Cl)cc(Cl)cc2C2C=CCC12 (stereo unspecified)	97*
Cc1ccc(NC(=O)NC2CCCC2)cc1	-23
CCOc1ccccc1OCCN1CCOCC1	-40
CCc1c(C)nc2ccc(Br)cc2c1SCC(=O)O	2
Cc1ccc(Cl)cc1N1C(=O)C2C(c3ccc(Cl)cc3)OC3(C(=O)c4ccccc4C3=O)C2C1=O (stereo unspecified)	-13

Reformatted: results already given
compound: O=C(O)C1Nc2c(Cl)cc(Cl)cc2C2C=CCC12 (stereo unspecified)
  DUSP3 inh: 97*

compound: Cc1ccc(NC(=O)NC2CCCC2)cc1
  DUSP3 inh: -23

compound: CCOc1ccccc1OCCN1CCOCC1
  DUSP3 inh: -40

compound: CCc1c(C)nc2ccc(Br)cc2c1SCC(=O)O
  DUSP3 inh: 2

Later entries.
canonical_smiles	DUSP3 inh
CC12CCCCC1C2C(=O)N/N=C\c1ccc(Cl)cc1Cl (stereo unspecified)	-17
Cc1cccc(-c2noc(-c3ccc(Cl)cc3Cl)n2)c1	9
COc1cc(C(=O)Oc2ccc(/C=N/NC(=O)COc3cccc4ccccc34)cc2)cc(OC)c1OC	6
O=C1NC(=S)S/C1=C\c1cn(Cc2ccccc2F)c2ccccc12	3
COc1cccc(N2C(=O)C(=O)/C(=C(\O)c3ccccc3)C2c2ccccc2F)c1 (stereo unspecified)	-7
C=CCSc1nc2ccccc2c(=O)[nH]1	-22
O=C1N=C2SC=CN2C(=O)C1Cc1ccccc1 (stereo unspecified)	-9
COCCOC(=O)c1c(C)oc2ccc(OS(C)(=O)=O)cc12	-12
O=C(c1ccc(F)cc1)c1ccc(N2CCCCCC2)cc1	4
Cc1ccccc1C=Nc1ccc(O)cc1	21
O=C1NC(c2ccccc2OCc2ccccc2)Nc2ccccc21 (stereo unspecified)	12
CCOc1ccccc1N1CCN(C(=O)C(C)Oc2cccc(Cl)c2)CC1 (stereo unspecified)	37
COc1ccc(S(=O)(=O)N2CCN(Cc3ccccc3C)CC2)cc1	-7
Cc1cccc(C(=O)Oc2ccc(/C=C3/N=C(c4ccccc4)OC3=O)cc2)c1	-19
Nc1nonc1-n1nnc(C(=O)N/N=C/c2ccc(O)cc2)c1-c1ccccc1	66
COC(=O)CCN1C(=O)/C(=C/c2ccc(Cl)cc2Cl)SC1=S	-16
C=CCSc1nnc2sc3ccccc3n12	-2
CC(Oc1ccccc1)C(=O)Nc1ccncc1 (stereo unspecified)	-7
Cn1c(O)c(C=NCc2cccs2)c(=O)n(C)c1=O	-10
CCOc1ccc2ccccc2c1/C=C1/C(=O)NC(=O)N(C)C1=O	-3

Reformatted as labelled records: 3 of the compounds above
CC(=O)c1c(C)nc(C)c(C(C)=O)c1-c1ccccc1
  DUSP3 inh: -1

O=C(/C=C/c1ccco1)Nc1ccc(C(=O)Nc2cccc(-c3nc4ccccc4o3)c2)cc1
  DUSP3 inh: -4

O=C(O)C1Nc2c(Cl)cc(Cl)cc2C2C=CCC12 (stereo unspecified)
  DUSP3 inh: 97*

(continued)
canonical_smiles	DUSP3 inh
O=C(CC(c1ccccc1)c1ccccc1)Nc1ccc2ccccc2c1	14
CCCc1c(C)nc2ccc(OC)cc2c1Cl	-45
COc1cc(NC(=O)c2nn3c(C(F)(F)F)cc(-c4ccccc4)nc3c2Br)c(OC)cc1Cl	36
CC1=NN(c2nc(-c3ccc(Br)cc3)cs2)C(=O)C1C (stereo unspecified)	-22
COC(=O)c1ccccc1NC(=O)c1c(Cl)cccc1Cl	18
NC(=O)c1c(N)sc2c1CCCCCCCCCC2	100*
Cc1ccc(N=C2NC(=O)/C(=C/c3ccccc3F)S2)cc1	-3
Cc1cc(OCC(=O)Nc2ccc(N3CCOCC3)cc2)ccc1Br	6
Cc1cc(OCC(=O)Nc2cccc(Cl)c2C)ccc1Cl	3
NC(=O)c1c(NC(=S)NC(=O)c2ccccc2Cl)sc2c1CCC2	-12
CCOC(=O)C1(C(=O)OCC)C(c2ccccc2)CC(O)N1C(C)=O (stereo unspecified)	3
O=C(NCc1ccco1)/C(=C/c1cccc2ccccc12)NC(=O)c1ccccc1	-12
CCOc1ccc(/C=C2/SC(=S)N(CC(=O)O)C2=O)c(OCC)c1	20
Cc1ccc(-n2nc3cc(C)c(NC(=O)COc4ccc([N+](=O)[O-])cc4)cc3n2)cc1	-31
Cc1ccc(S(=O)(=O)N(C)c2ccc(Br)cc2C(=O)c2ccccc2)cc1	-28
CCN(CC)c1ccc(/C=N/n2c(C)nnc2C)cc1	4
CC1=C(C(=O)OC2CCCC2)C(c2cc3c(cc2[N+](=O)[O-])OCO3)NC(=O)N1C (stereo unspecified)	-3
CCOc1ccc2ccccc2c1/C=N\NC(=O)c1ccc([N+](=O)[O-])cc1	-52
CCOC(=O)c1[nH]c(C)c(C(C)=O)c1C	2
O=C1CC(S(=O)(=O)O)c2ccccc2/C1=N/O (stereo unspecified)	-11
CCC(CC)NCc1c[nH]c2ccccc12	-12
C=CCn1c(-c2cccc(Cl)c2)n[nH]c1=S	16
O=C1NC(=Nc2ccc(Br)cc2)S/C1=C\c1ccc([N+](=O)[O-])cc1	1
CC1C(c2ccccc2)NC(c2ccccc2)C(C)C1(O)c1ccccc1 (stereo unspecified)	-4
CCOc1cc(/C=C(\C#N)c2nc3ccc(C)cc3[nH]2)cc(I)c1OC	-39
Oc1ccccc1-c1nc(-c2ccccc2)c(-c2cccs2)[nH]1	-7
CCC(c1ccccc1)c1nnc(N)s1 (stereo unspecified)	-26
Cc1ccccc1NC(=O)C1CC(=O)N(c2ccc(Cl)cc2)C1 (stereo unspecified)	-18
CCOC(=O)C1=C(C)NC2=C(C(=O)c3ccccc32)C1c1ccc(OC)c(OC)c1 (stereo unspecified)	10
CCOc1cc(/C=C2/SC(=S)N(C)C2=O)cc(Br)c1OCc1ccccc1F	-8
O=Cc1cc(OCc2ccccc2)ccc1O	11
CCCCn1c(CCCO)nc2ccccc21	-20
COC(=O)C1=C(C)N(C)C(=O)/C1=C\c1ccc(Br)cc1	16
COc1ccc(-c2nnc(-c3sc4cc(C)ccc4c3Cl)o2)cc1	-20
O=C(Nc1ccccc1)c1cccc(C(=O)Nc2ccccc2)c1	-3
NC(=O)c1cccc(N2C(=O)C=CC2=O)c1	16
CC(C)(C)c1ccc(OCC(=O)Nc2ccc(C(=O)O)cc2)cc1	-20
O=C(/C=C/Nc1cc(Cl)cc(Cl)c1)c1ccccc1	-10
CC(C)(C)c1cc(C(F)(F)F)nc(NC(=O)NS(=O)(=O)c2ccccc2Cl)n1	-6
O=C1/C(=C\c2ccc3c(c2)OCO3)C(c2ccccc2)=NN1c1ccccc1	16
COC(=O)C[N+]1=Cc2cc(OC)c(OC)cc2CC1(C)C	-32
NS(=O)(=O)c1cccc(NC(=O)c2ccc(Br)o2)c1	-1
COc1ccc(Br)cc1CN1CCN(Cc2ccc(F)cc2)CC1	-1
Cc1ccc(NC(=O)CN(c2cccc([N+](=O)[O-])c2)S(=O)(=O)c2ccccc2)cc1Cl	-22
COc1cc(C(=O)O/N=C(/c2ccncc2)c2ccc([N+](=O)[O-])cc2)cc(OC)c1OC	-3
COC(=O)C1=C(O)/C(=C\c2ccc([N+](=O)[O-])cc2)N=C1C	-5
O=C(COc1ccc2ccccc2c1)N1CCN(S(=O)(=O)c2ccc(Cl)cc2)CC1	-9
COCCc1nnc(NC(=O)Cc2ccccc2)s1	-10
Cc1cc(-c2ccc(C=C3C(=O)NC(=O)NC3=O)o2)ccc1[N+](=O)[O-]	13
COc1ccc(C(CC(=O)c2ccccc2)S(=O)(=O)c2ccc(C)cc2)cc1 (stereo unspecified)	-16
COc1cccc(C(=O)N2CCN(C(=O)c3cccs3)CC2)c1	-13
CC1(C)CC(=O)c2cc(C(=O)NCCO)c(=O)n(-c3ccccc3)c2C1	-72
CCOC(=O)C(=CNc1cc(Cl)ccc1OC)C(=O)OCC	-14
CCOC(=O)c1ccc(-c2ccc(/C=C3/SC(N)=NC3=O)o2)cc1	25
O=Cc1ccc(-c2ccc(F)cc2F)o1	-7
O=C(CSc1nc2ccc(N3C(=O)c4ccccc4C3=O)cc2s1)Nc1ccccc1F	-11
O=C(NC(=S)Nc1ccc(Cl)cc1Cl)c1cccs1	0
O=C(c1ccc(Br)cc1)c1ccc2c(c1)OCCO2	-13
O=C1C(Nc2ccc(Cl)cc2)=C(N2CCOCC2)C(=O)c2ccccc21	-7
CC(C)(C)C(=O)/C=C/c1ccc([N+](=O)[O-])cc1	-4

Next section.
canonical_smiles	DUSP3 inh
Cc1cc2sc3ccccc3c(=O)c2cc1O	-5
O=C1NC(=S)N(c2ccccc2)C(=O)/C1=C/c1cc(Cl)cc(Cl)c1O	18
Brc1cc2c(cc1/C=N/Nc1nc3ccccc3s1)OCO2	-22
O=C1/C(=C/c2ccc(O)cc2)N2CCC1CC2	-14
O=C(N/C(=C/c1ccc(Cl)cc1)C(=O)N1CCCC1)c1ccccc1	-1
CC(=O)N(C1=C(Cl)C(=O)c2ccccc2C1=O)c1cccc(Br)c1	84*
O=C(Nc1ccc(I)cc1Cl)c1cccc(OCc2ccccc2)c1	2
Cc1ccc(C(=O)Nc2c(C(=O)Nc3ccccc3)cnn2-c2ccccc2)cc1	3
CCOC(=O)c1[nH]c2c([N+](=O)[O-])cc(C)cc2c1C	-6
O=C(Nc1ccc2ccccc2c1)/C(=C\c1ccc(Br)cc1)NC(=O)c1ccco1	-9
CCOC(=O)C1=C(C)N=c2s/c(=C\c3cccc(OC)c3O)c(=O)n2C1c1ccc(OC)cc1 (stereo unspecified)	5
Cc1cccc(C)c1N(CC(=O)NN=C1CCCCCCC1)S(C)(=O)=O	-9
